ALOX12 inh: ALOX12 (human) lipoxygenase inhibition; P18054; purified 12hLO, xylenol orange hydroperoxide absorbance; Potency, µM (titrated, usually from 108 µM), without a hit: at the top dose activity change, negative = inhibition, most hits filed as inhibitors; 580,000 tested, 1.1% active; also: potency is read from the fitted curve at half-maximal effect; % is scaled to controls: 0 for no effect and ±100 for the full control effect
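Hydroperoxide product was detected by ferrous iron/xylenol orange as the 573 to 405 nm absorbance ratio. Arachidonic acid at 40 uM (final) was turned over for 30 min at room temperature by 150 nM human 12hLO, pH 7.0 Hepes buffer, after 15 min compound preincubation.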
GLS inhibitor: inhibitors of human glutaminase (GLS); O94925; GLS enzymatic activity, qHTS titration; Potency, µM (titrated, usually from 45.5 µM), for inactives: at the top dose activity change, negative = inhibition, hits mostly inhibitors; 410,000 tested, 0.21% active; also: potency is read from the fitted curve at half-maximal effect; % is scaled to controls: 0 for no effect and ±100 for the full control effect
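Human kidney-isoform GLS in 45 mM KH2PO4 pH 8.2, 0.02% Tween-20, with compound, started with 1mM L-Glutamine (added stock). Glutamate oxidase/HRP/Amplex red coupled fluorescence read at start and after 30 min at RT.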
G9a inh: G9a (human) methyltransferase inhibition. Q96KQ7. G9a H3K9 monomethylation, AlphaScreen, 2 h. Potency, µM (highest dose often 102 µM), inactives show top-dose activity, negative = inhibition, actives largely listed as inhibitors. 350,000 tested, 8.8% active. AID 504332; also: potency is read from the fitted curve at half-maximal effect; % is scaled to controls: 0 for no effect and ±100 for the full control effect; nearly all actives have a fitted effect of over 75% in size
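Step 1: enzyme (final 20 nM) with compound, 15 min RT. Step 2: substrate peptide 500 nM and SAM 20 uM, 2 h RT. Step 3: anti-H3K9me1 antibody and AlphaScreen beads, 10 min, then plate read.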
HP1b binding inh: blocks HP1-beta chromodomain binding to methylated histone tails; Potency, µM (titrated, usually from 114 µM), for the others: top-dose activity change, negative = inhibition, most hits filed as inhibitors; AID 540317; AlphaScreen HP1-beta / biotin-H3K9me3 peptide binding; P83916; 390,000 tested, 0.56% active; also: potency is read from the fitted curve at half-maximal effect; nearly all actives have a fitted effect of over 70% in size; inactives centre near 23
Target sequence (P83916 whole entry, looked up): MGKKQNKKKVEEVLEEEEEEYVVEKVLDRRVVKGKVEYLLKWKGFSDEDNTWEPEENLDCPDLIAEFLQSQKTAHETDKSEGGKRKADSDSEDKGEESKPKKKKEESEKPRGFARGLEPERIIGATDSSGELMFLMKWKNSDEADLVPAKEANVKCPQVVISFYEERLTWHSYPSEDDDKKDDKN
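AlphaScreen: HP1-beta (50 nM) preformed 30 min with biotin-H3(1-18)K9me3 peptide (50 nM) in PBS pH 7.4, 0.01% Tween-20. Compound added for 30 min at RT, then streptavidin donor/nickel chelate acceptor beads (10 ug/mL) for 30 min.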
ERG-DNA inh: ERG Ets/DNA interaction inhibition. AID 624246. 370,000 tested, 0.028% active. P11308. Potency, µM (doses to about 76.9 µM), for inactives: at the top dose FP activity, negative = inhibition, actives largely listed as inhibitors. fluorescence polarization, His-ERG Ets domain / labelled DNA; active = well fitted inhibition curve with a large enough effect in the polarisation, with a control signal flat; inconclusive = small, poorly fitted or top-dose-only effect, or effect the other way, or a change in a side signal; inactive = no such curve, though single readings can be large or run the other way; the % refers to the polarisation;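 also: polarization taken with two DNA probes labelled with fluorescein and Texas red; potency is read from the fitted curve at half-maximal effect; % of control where 0% means no effect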
Target sequence (P11308 whole entry, looked up, the tested form may be a part): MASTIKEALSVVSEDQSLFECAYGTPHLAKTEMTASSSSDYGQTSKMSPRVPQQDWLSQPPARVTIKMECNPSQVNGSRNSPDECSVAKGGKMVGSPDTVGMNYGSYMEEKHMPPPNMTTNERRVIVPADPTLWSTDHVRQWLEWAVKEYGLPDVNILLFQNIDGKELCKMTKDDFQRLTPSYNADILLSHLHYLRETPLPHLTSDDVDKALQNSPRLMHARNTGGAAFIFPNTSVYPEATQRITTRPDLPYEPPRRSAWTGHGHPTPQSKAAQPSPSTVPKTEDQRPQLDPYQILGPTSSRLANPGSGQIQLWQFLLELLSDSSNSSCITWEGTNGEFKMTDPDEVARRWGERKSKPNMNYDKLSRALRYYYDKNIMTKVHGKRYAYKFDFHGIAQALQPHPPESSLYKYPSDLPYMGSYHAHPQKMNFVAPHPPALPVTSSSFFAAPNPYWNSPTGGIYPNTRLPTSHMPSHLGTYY
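His-tagged ERG Ets domain (1 uM in the protein solution; 300mM KCl, 50mM Tris-HCl, 1mM EDTA, 1mM DTT, pH 7.5) received compound, then a probe mix of 5 nM fluorescein-DNA and 100nM Texas-615-DNA. Fluorescence polarization was read for both dyes.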
PI4K2A inh: blocks human PI4K2A kinase activity | AID 1346378 | activity change, negative = inhibition, % at 76.9 µM | purified PI4K2A, ADP-Glo luminescence, 1 h; stronger effect = lower value | 420,000 tested, 0.13% active; in the data active = activity change below about -50%; inconclusive = mostly about -30% to -49%;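 also: -100% = wells without enzyme as full effect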
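ADP-Glo luminescence measured ADP generated by PI4K2A enzyme (4 ug/mL before mixing) with 1.2 mM PI substrate (pre-mix) and 300 microM ATP (pre-mix). Tris pH7.5 buffer with MgCl2, Triton X-100; 1 h reaction at ambient temperature.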
JMJD2A Tudor: inhibitors of human JMJD2A Tudor domain | O75164 | AlphaScreen JMJD2A-Tudor / H3K4me3 peptide binding | Potency, µM (doses to about 114 µM), inactives show at the top dose activity change, negative = inhibition, hits mostly inhibitors | 390,000 tested, 4.4% active; also: potency is read from the fitted curve at half-maximal effect; % is scaled to controls: 0 for no effect and ±100 for the full control effect; nearly all actives have a fitted effect of over 50% in size
BAZ2B block: inhibitors of human BAZ2B bromodomain. Potency, µM (highest dose often 114 µM), without a hit: at the top dose activity change, negative = inhibition, usual class: inhibitors. Q9UIF8. AlphaScreen BAZ2B-H3K14Ac peptide displacement. 360,000 tested, 4.4% active. AID 504333; also: potency is read from the fitted curve at half-maximal effect; % is scaled to controls: 0 for no effect and ±100 for the full control effect; nearly all actives have a fitted effect of over 60% in size
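Multi-concentration screen (max 110 uM) measuring displacement of acetylated histone H3 peptide from BAZ2B by AlphaScreen, using 50 nM protein, 50 nM peptide and 10 ug/mL streptavidin donor plus Ni-chelate acceptor beads.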
RGS4 inh: inhibitors of human regulator of G protein signaling 4. P49798. Potency, µM (highest dose often 114 µM), for the others: at the top dose activity change, negative = inhibition, hits mostly inhibitors. 390,000 tested, 0.039% active. Transcreener GDP fluorescence polarization, RGS4-accelerated GTP hydrolysis. AID 504845; also: potency is read from the fitted curve at half-maximal effect; % is scaled to controls: 0 for no effect and ±100 for the full control effect; nearly all actives have a fitted effect of over 75% in size; some results filed as inactive show a strong effect at the top dose
Target sequence (P49798 whole entry, looked up): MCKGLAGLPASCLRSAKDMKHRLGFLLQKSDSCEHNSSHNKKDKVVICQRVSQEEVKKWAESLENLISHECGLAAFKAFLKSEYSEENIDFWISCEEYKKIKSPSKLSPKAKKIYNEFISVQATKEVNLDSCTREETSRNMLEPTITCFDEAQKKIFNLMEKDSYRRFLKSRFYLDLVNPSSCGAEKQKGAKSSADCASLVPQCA
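MLSMR compounds (23 nl, pin-transferred) preincubated 10 min at room temperature with a 500nM (2x) first reagent, then RGS4 at 900nM (2x) plus Transcreener GDP mix added; fluorescence polarization (620/688 nm) read before and after 90 min at 30 °C.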
Active calls of the source: *; ? = inconclusive; nt = not tested or not shown; [ ] = remark or other dose. Unless noted, calls follow the shape of the dose curve; as a rule, active = well fitted curve in the direction sought with a large enough effect; inconclusive = small, poorly fitted or top-dose-only effect, or another doubt; inactive = no such curve, though single readings can be large; an effect the other way counts as inactive or inconclusive. This is a subset. The share of hits here may be higher or lower than overall.

[1] CCC(C)C(=O)Nc1ccccc1N1CCN(c2ccc(F)cc2)CC1 (stereo unspecified)
[2] CCc1cc(S(N)(=O)=O)cc(CC)c1NC(C)=O
[3] COc1ccc(-c2ccc3nnc(SCC(N)=O)n3n2)cc1
[4] COc1cc(C(=O)N2CCN(CC(O)COc3ccccc3)CC2)cc(OC)c1OC (stereo unspecified)
[5] CCCCn1c(N)c(N(CCOC)C(=O)c2cc(CC)c(C)s2)c(=O)[nH]c1=O

entry no. | 1 | 2 | 3 | 4 | 5
ALOX12 inh | -8% | 122%[activator] | 3% | ? | 2%
GLS inhibitor | -16% | 2% | 0% | 8% | 0%
G9a inh | 1% | ? | ? | nt | -39%
HP1b binding inh | 18% | 38% | 32% | 31% | 27%
ERG-DNA inh | -2% | 25% | -14% | 2% | 4%
PI4K2A inh | -2 | 1 | 2 | -1 | 1
JMJD2A Tudor | -17% | -7% | -6% | -6% | -17%
BAZ2B block | -37% | 0% | -1% | nt | -2%
RGS4 inh | -12% | -18% | 7% | 9% | 10%

In the list so far, 3 have sulfur:
[2] CCc1cc(S(N)(=O)=O)cc(CC)c1NC(C)=O
[3] COc1ccc(-c2ccc3nnc(SCC(N)=O)n3n2)cc1
[5] CCCCn1c(N)c(N(CCOC)C(=O)c2cc(CC)c(C)s2)c(=O)[nH]c1=O

entry no. | 2 | 3 | 5
ALOX12 inh | 122%[activator] | 3% | 2%
GLS inhibitor | 2% | 0% | 0%
G9a inh | ? | ? | -39%
HP1b binding inh | 38% | 32% | 27%
ERG-DNA inh | 25% | -14% | 4%
PI4K2A inh | 1 | 2 | 1
JMJD2A Tudor | -7% | -6% | -17%
BAZ2B block | 0% | -1% | -2%
RGS4 inh | -18% | 7% | 10%

Other entries.
[6] CCC(=O)c1cc2c(cc1NC(=O)c1cccs1)OCCO2
[7] CCN1CCN(C(=S)Nc2cccc(Cl)c2)CC1
[8] C#CCOCCOCCOCCNc1nc(N2CCN(C(=O)[C@H](CCC(=O)O)n3cc(C(N)CC(C)C)nn3)CC2)nc(N2CCN(C(=O)[C@H](Cc3cc4ccccc4[nH]3)n3cc(C(N)[C@H](C)CC)nn3)CC2)n1 (stereo partly specified)
[9] CSc1ccccc1OCc1cc(C(=O)N2C[C@H]3CC[C@H]2C3)no1
[10] C=C(C)CSc1nnc2n(C)c(=O)c3c4c(sc3n12)CCC4

entry no. | 6 | 7 | 8 | 9 | 10
ALOX12 inh | 6% | 6% | nt | 0% | -20%
GLS inhibitor | -2% | 9% | -1% | -8% | -2%
G9a inh | -1%[59 µM] | ? | ? | 39% | ?
HP1b binding inh | 36%[activator] | 41%[activator] | 16% | 25% | 39%[activator]
ERG-DNA inh | nt | -7% | -5% | -14% | -14%
PI4K2A inh | 0 | -3 | -6 | 5 | -2
JMJD2A Tudor | -7% | -6% | 56µM* | -5% | ?
BAZ2B block | -1% | -10% | 50µM* | -21% | -2%
RGS4 inh | -9% | 32% | -22% | -18% | 12%

Record cards, as listed above.
Entry for `C=C(C)CSc1nnc2n(C)c(=O)c3c4c(sc3n12)CCC4` : ALOX12 inh: -20%; GLS inhibitor: -2%; G9a inh: ?; HP1b binding inh: 39%[activator]; ERG-DNA inh: -14%; PI4K2A inh: -2; JMJD2A Tudor: ?; BAZ2B block: -2%; RGS4 inh: 12%
Entry for `CCc1cc(S(N)(=O)=O)cc(CC)c1NC(C)=O` : ALOX12 inh: 122%[activator]; GLS inhibitor: 2%; G9a inh: ?; HP1b binding inh: 38%; ERG-DNA inh: 25%; PI4K2A inh: 1; JMJD2A Tudor: -7%; BAZ2B block: 0%; RGS4 inh: -18%

Continued:
[11] C=CCn1c(SCC(=O)Nc2c(C)n(C)n(-c3ccccc3)c2=O)nnc1-c1cccnc1
[12] Cc1cccc2cc(CN(Cc3ccco3)C(=O)c3cccs3)c(=O)[nH]c12
[13] CCn1c(SCC(=O)N(C)CC(=O)Nc2ccc(F)c(F)c2F)nnc1-c1ccco1
[14] COc1ccc(N(CC(=O)N/N=C/c2ccco2)S(=O)(=O)c2ccccc2)cc1Cl
[15] Cc1ccc(C2=CC(=O)C[C@H](c3ccc(F)cc3)C2)cc1

entry no. | 11 | 12 | 13 | 14 | 15
ALOX12 inh | -19% | -17% | 0% | 0% | 3%
GLS inhibitor | -9% | 10% | 2% | -5% | 2%
G9a inh | nt | -27%[12.7 µM] | 12% | ? | -27%[2.33 µM]
HP1b binding inh | 24% | 36% | 19% | -2% | 63%[activator]
ERG-DNA inh | 6% | 2% | -8% | -2% | 3%
PI4K2A inh | 0 | -9 | 7 | 4 | 0
JMJD2A Tudor | -7% | -18% | 0% | -28% | 21%
BAZ2B block | nt | 1% | -5% | -30% | 19%
RGS4 inh | -18% | 16% | -17% | -20% | 30%

BAZ2B block, entries above that show a hit.
[8] C#CCOCCOCCOCCNc1nc(N2CCN(C(=O)[C@H](CCC(=O)O)n3cc(C(N)CC(C)C)nn3)CC2)nc(N2CCN(C(=O)[C@H](Cc3cc4ccccc4[nH]3)n3cc(C(N)[C@H](C)CC)nn3)CC2)n1 (stereo partly specified)

entry no. | 8
ALOX12 inh | nt
GLS inhibitor | -1%
G9a inh | ?
HP1b binding inh | 16%
ERG-DNA inh | -5%
PI4K2A inh | -6
JMJD2A Tudor | 56µM*
BAZ2B block | 50µM*
RGS4 inh | -22%

The list continues.
[16] CCN1CCN(CCCN(Cc2cccs2)C(=S)Nc2ccccc2C)CC1
[17] Cc1ccc(Sc2c(O)c3ccccc3n(C)c2=O)cc1
[18] C[C@@H]1CN([C@@H](C)CO)C(=O)Cc2cc(NS(=O)(=O)c3ccccc3)ccc2O[C@H]1CN(C)S(C)(=O)=O
[19] O=C(Nc1ccc(Nc2ccccc2)cc1)c1ccccc1
[20] Cc1ccc(C)c(-n2c3nc(=O)[nH]c(=O)c-3cc3cc([N+](=O)[O-])ccc32)c1

entry no. | 16 | 17 | 18 | 19 | 20
ALOX12 inh | -3% | -11% | -1% | ? | ?
GLS inhibitor | -12% | 7% | 1% | -5% | -21%
G9a inh | -35% | ? | nt | nt | 10µM*
HP1b binding inh | 30% | 40%[activator] | 47%[activator] | 14% | -20%
ERG-DNA inh | ? | -5% | -4% | -2% | 1%
PI4K2A inh | 3 | 0 | 1 | -4 | ?
JMJD2A Tudor | -4% | 9% | 4% | ? | ?
BAZ2B block | 0% | -5% | nt | nt | -28%
RGS4 inh | 12% | -7%[11.4 µM] | 6% | -52% | ?

[21] Fc1ccc(C2=CSC3=NCCN23)cc1
[22] CCn1cc(C(=O)NCc2ccco2)c(=O)c2ccc(C)nc21
[23] COc1ccc(C(=O)OCCc2ccc(O)cc2)cc1
[24] NC(=O)Cn1c2[n+](c3ccccc31)CC(O)CS2 (stereo unspecified)
[25] Cc1ccc(N(C(=O)c2ccc(S(=O)(=O)N(C)C)cc2)C2C=CS(=O)(=O)C2)cc1 (stereo unspecified)
[26] O=C(Cn1ncc2c([nH]c3ccccc32)c1=O)NCCc1ccccc1

entry no. | 21 | 22 | 23 | 24 | 25 | 26
ALOX12 inh | 2% | ? | 3% | 431%[activator] | 0% | 4%
GLS inhibitor | 9% | -8% | 19% | 8% | 4% | -20%
G9a inh | nt | 1% | -4% | 17%[59 µM] | 3% | 5%[59 µM]
HP1b binding inh | 28% | 16% | 16% | 17% | 22% | 29%
ERG-DNA inh | 5% | -24% | 6% | 15% | -2% | 8%
PI4K2A inh | -5 | -7 | -2 | -2 | -1 | 2
JMJD2A Tudor | -8% | -16% | -13% | -8% | -4% | -9%
BAZ2B block | -11% | 0% | 7% | 10% | nt | -3%
RGS4 inh | 3% | 0% | 1% | -5% | 7% | -13%[56.9 µM]

Bioassay records deposited in PubChem BioAssay by National Center for Advancing Translational Sciences (NCATS).
